Gal4-VP16 FLuc: inhibits Gal4-VP16 luciferase reporter, ROR gamma counter-screen; 310,000 tested, 3.5% active; AID 2546; Potency, µM (series often up to 53.6 µM), without a hit: top-dose activity, negative = inhibition, hits mostly inhibitors; Drosophila S2 Gal4-VP16 UAS-luciferase, luminescence, 20 h;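 also: Gal4-VP16 expression switched on by copper sulfate through the metallothionein promoter; potency is read from the fitted curve at half-maximal effect; % is scaled to controls: 0 for no effect and ±100 for the full control effect; nearly all actives have a fitted effect of over 50% in size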
ELG1 repair inh: inhibitors of ELG1-dependent DNA repair in HEK293T cells; HEK293T ELG1-luciferase reporter, luminescence, 16 h; DNA damage induced by 5-fluorouridine; Potency, µM (highest dose often 46.1 µM), for the others: at the highest dose activity change, negative = inhibition, hits mostly inhibitors; 330,000 tested, 2.3% active; also: potency is read from the fitted curve at half-maximal effect; % is scaled to controls: 0 for no effect and ±100 for the full control effect; nearly all actives have a fitted effect of over 55% in size
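DMSO vehicle served as the neutral condition. Each well held 2,000 cells given 5-fluorouridine plus compound; after 16 hr at 37 °C/5% CO2, ONE-Glo was added and luciferase measured 30 min later.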
FLuc modulator: counter-screen for miR-21 project: firefly luciferase inhibitors or activators. P08659. purified FLuc, Km substrates, luminescence inhibition. Potency, µM (highest dose often 57.5 µM), without a hit: at the highest dose activity change, negative = inhibition, actives largely listed as inhibitors. 360,000 tested, 6.9% active;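 also: potency is read from the fitted curve at half-maximal effect; plate controls were vehicle for no effect and reference inhibitor for full effect; nearly all actives have a fitted effect of over 55% in size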
Target sequence (P08659 whole entry, looked up): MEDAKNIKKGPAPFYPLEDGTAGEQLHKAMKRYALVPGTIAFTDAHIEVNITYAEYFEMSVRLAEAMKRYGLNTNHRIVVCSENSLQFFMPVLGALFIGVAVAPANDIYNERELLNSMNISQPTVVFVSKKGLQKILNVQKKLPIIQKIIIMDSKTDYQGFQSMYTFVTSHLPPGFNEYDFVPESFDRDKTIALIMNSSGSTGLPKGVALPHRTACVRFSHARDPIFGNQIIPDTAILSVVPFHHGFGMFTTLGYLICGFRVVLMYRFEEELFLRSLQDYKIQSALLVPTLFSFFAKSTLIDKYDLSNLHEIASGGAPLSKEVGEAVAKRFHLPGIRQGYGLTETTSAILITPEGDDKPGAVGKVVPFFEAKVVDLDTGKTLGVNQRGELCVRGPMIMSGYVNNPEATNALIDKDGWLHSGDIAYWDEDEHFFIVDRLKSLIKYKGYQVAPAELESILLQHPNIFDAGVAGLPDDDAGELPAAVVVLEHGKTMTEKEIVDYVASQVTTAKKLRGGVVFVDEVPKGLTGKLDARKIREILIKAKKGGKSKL
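Purified P. pyralis luciferase, 10 nM final, with Km-level 10 uM D-luciferin and 10 uM ATP in 50 mM Tris acetate pH 7.5, 10 mM Mg acetate, 0.01% Tween-20, 0.05% BSA; 6-point qHTS titration about 60 µM downward; luminescence read.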
Tb PFK block: blocks T. brucei phosphofructokinase. O15648. T. brucei PFK, ADP-Glo luminescence. Potency, µM (series often up to 57.5 µM), for the others: at the top dose activity, negative = inhibition, most hits filed as inhibitors. 330,000 tested, 0.17% active;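 also: potency is read from the fitted curve at half-maximal effect; 0% = uninhibited 1x PFK enzyme wells and -100% = no-enzyme wells; nearly all actives have a fitted effect of over 60% in size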
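In TEA buffer at pH 8.0 with 5 mM MgCl2, enzyme (1.25 nM) converted F6P (0.5 mM) and ATP (0.1 mM) for 45 min at room temperature. ADP product was read by luciferase luminescence.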
p53 reactivation: restores transcriptional activity of mutant p53; H1299 p53-A138V BP100-luciferase reporter, luminescence, 24 h; Potency, µM (doses to about 92.2 µM), for inactives: top-dose activity change, positive = activation, hits mostly activators; 320,000 tested, 0.063% active; also: potency is read from the fitted curve at half-maximal effect; % of control where 0% means no effect; nearly all actives have a fitted effect of over 45% in size
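p53-null H1299 cells stably carrying temperature-sensitive p53-A138V and a BP100-luciferase reporter were pinned with compounds (4-point, 1:5 series) and held 24 hrs at 37 deg C. Luminescence was read 10 min after detection reagent.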
Rab9 promoter act: activates the Rab9 promoter | Huh7 Rab9 promoter-luciferase reporter, luminescence, 24 h | 320,000 tested, 2.8% active | Potency, µM (series often up to 9.22 µM), without a hit: at the highest dose activation, negative = inhibition, usual class: activators; also: potency is read from the fitted curve at half-maximal effect; % of control where 0% means no effect; nearly all actives have a fitted effect of over 60% in size
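Promoter activation is measured as luciferase luminescence in Huh7 cells stably transfected with a Rab9 promoter–luciferase construct, following 24 h compound exposure at 37 °C and 10 min reagent incubation at ambient temperature.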
BRCA1 expr act: increases BRCA1 expression; MCF7-BRCA1-FFLuc reporter, luminescence, 48 h; response scale: scaled: vehicle 0%, 10 µM genistein 100%; Potency, µM (series often up to 46.1 µM), for the others: at the top dose activation, usual class: activators; 380,000 tested, 1.1% active; also: potency is read from the fitted curve at half-maximal effect; nearly all actives have a fitted effect of over 80% in size; some results filed as inactive show a strong effect at the top dose
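48 h compound treatment of MCF7-BRCA1-FFLuc cells (phenol-red free MEM, 37 °C), then 15 min with luciferase substrate and luminescence imaging.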
RORgamma inh: blocks mouse ROR gamma transcriptional activity. Drosophila S2 Gal4-RORgamma UAS-luciferase reporter, 20 h. AID 2551. P51450. Potency, µM (series often up to 53.6 µM), for inactives: at the top dose activity change, negative = inhibition, actives largely listed as inhibitors. 310,000 tested, 5.4% active; also: potency is read from the fitted curve at half-maximal effect; % is scaled to controls: 0 for no effect and ±100 for the full control effect; nearly all actives have a fitted effect of over 60% in size
Target sequence (P51450 whole entry, looked up, the tested form may be a part): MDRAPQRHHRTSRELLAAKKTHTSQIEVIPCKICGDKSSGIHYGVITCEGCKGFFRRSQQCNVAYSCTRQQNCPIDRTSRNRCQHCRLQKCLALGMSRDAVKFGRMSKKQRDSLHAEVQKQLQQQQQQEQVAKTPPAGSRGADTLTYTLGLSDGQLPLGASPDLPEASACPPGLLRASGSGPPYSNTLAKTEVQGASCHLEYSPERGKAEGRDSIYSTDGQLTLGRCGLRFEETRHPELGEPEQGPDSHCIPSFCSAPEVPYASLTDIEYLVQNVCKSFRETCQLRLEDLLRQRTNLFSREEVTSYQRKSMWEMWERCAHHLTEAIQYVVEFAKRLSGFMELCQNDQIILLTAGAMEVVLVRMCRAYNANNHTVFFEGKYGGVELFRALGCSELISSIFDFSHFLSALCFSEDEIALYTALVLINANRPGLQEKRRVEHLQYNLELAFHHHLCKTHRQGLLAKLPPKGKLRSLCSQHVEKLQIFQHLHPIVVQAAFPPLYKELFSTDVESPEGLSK
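In this cell-based reporter format, copper sulfate (700 uM final) drives Gal4–ROR gamma fusion expression from a metallothionein promoter in Drosophila Schneider cells; compounds preincubated 1 hr, reporter read after 20 hr at ambient temperature.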
ELG1 genotoxic: inducers of genotoxicity in HEK293T ELG1-luciferase cells | Potency, µM (series often up to 46 µM), for the others: at the top dose activity change, positive = activation, hits mostly activators | HEK293T ELG1-luciferase reporter, luminescence, 16 h | AID 504466 | 330,000 tested, 1.3% active; also: potency is read from the fitted curve at half-maximal effect; % of control where 0% means no effect; nearly all actives have a fitted effect of over 60% in size
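16 hr compound incubation (37 °C, 5% CO2) of HEK293T cells carrying luciferase-tagged ELG1; luciferase then measured by ONE-Glo luminescence after 30 min at RT.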
TRPV1 ag: agonists of human vanilloid receptor 1 (TRPV1). Q8NER1. TRPV1-expressing cells, Fluo-8 calcium influx, agonist mode. activation, % at 8.33 µM. 320,000 tested, 0.19% active. AID 540275; in the data active = activation above about 80%; inconclusive = between about 30% and that limit; also: 0% is about no effect
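Cells expressing TRPV1 were dye-loaded with Fluo-8 and read kinetically: 10 s baseline, 3 min after compound (agonist portion), then 2 min after EC20 capsaicin (allosteric enhancer portion). Calcium-bound dye fluorescence at 480/520 nm.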
NPC1 promoter act: activates the NPC1 promoter; Huh7 NPC1 promoter luciferase reporter, 24 h; 320,000 tested, 2.4% active; Potency, µM (titrated, usually from 9.22 µM), inactives show at the top dose activation, usual class: activators;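 also: potency is read from the fitted curve at half-maximal effect; % of control where 0% means no effect; nearly all actives have a fitted effect of over 60% in size; reporter is driven by a mutant NPC1 promoter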
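Luminescence from an NPC1 promoter-driven luciferase reporter in stably transfected Huh7 cells was measured after 24 h compound treatment at 37 °C, followed by 10 min ambient incubation with luciferase detection reagent.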
The depositor's hits bear a star; ? = inconclusive; nt = no result given; & = joins results of further samples; [ ] = another dose, or the depositor's remark. Unless noted, calls follow the shape of the dose curve; as a rule, active = well fitted curve in the direction sought with a large enough effect; inconclusive = small, poorly fitted or top-dose-only effect, or another doubt; inactive = no such curve, though single readings can be large; an effect the other way counts as inactive or inconclusive.

SMILES	Gal4-VP16 FLuc	ELG1 repair inh	FLuc modulator	Tb PFK block	p53 reactivation	Rab9 promoter act	BRCA1 expr act	RORgamma inh	ELG1 genotoxic	TRPV1 ag	NPC1 promoter act
Cc1cc(SCC(=O)OCC(=O)c2c(N)n(C)c(=O)n(C)c2=O)c(C)cc1Br	3%	6%	-14%	-7%	-3%	0%	-5%	24%	-1%	0	-1%
CCSc1nnc(NS(=O)(=O)c2ccc(OC)cc2)s1	-3%	14%	?	-1%	0%	1%	-8%	4%	2%	0	-3%
COc1ccc(CNC(=O)C2CCCN2S(=O)(=O)c2ccccc2)cc1 (centres undefined)	-2%	-12%	4%	-6%	-5%	0%	1%	-3%	-1%	0	-1%
O=C(c1ccc([N+](=O)[O-])s1)N1CCN(c2ccccn2)CC1	-5%	?	0%	-1%	8%	15%	-78%	-26%	-7%	27	4%
Cc1ccc(-c2n[nH]c(=O)c3ccccc23)cc1S(=O)(=O)N(C)C	-6%	-9%	-1%	2%	-17%	0%	-19%	?	3%	0	-1%
CC(C)NC(=O)c1cc(-c2cccs2)on1	?	?	15µM*	-5%	?	2.8µM*	-1%	-17%	4.5µM*	7	3.2µM*
COc1ccc(-c2ccc(N)cn2)cn1	nt	?	?	1%	?	22%	73%	nt	15%	2	17%
Cc1nc(C)c(C(=O)C2=C(O)C(=O)N(CCCn3ccnc3)C2c2ccc(Cl)cc2)s1 (centres undefined)	1%	10%	-14%	-19%	13%	2%	42%	15%	4%	-1	2%
CNC(=O)COc1ccc(S(=O)(=O)Nc2ccc(OC)cc2)cc1	3%	-3%	1%	3%	-2%	-10%	0%	-3%	1%	0	-4%
CC(C)c1cc(-c2cc(C(=O)NCc3ccccc3)on2)nc(NCC2CC2)n1	-1%	?	1%	3%	6%	-12%	-45%	-28%	-11%	?	-7%
CCOC(=O)Cc1csc(NC(=O)CSc2nc(=O)[nH]c3c2CCC3)n1	nt	-17%	5%	2%	1%	-3%	-10%	nt	1%	1	-4%
COC(=O)C1(C(=O)OC)NOC2C(=O)N(N(C)c3ncc(C(F)(F)F)cc3Cl)C(=O)C21 (centres undefined)	-4%	-6%	-1%	-5%	0%	0%	8%	-3%	-1%	6	-2%
COc1ccc2ccccc2c1C1CC(=O)N2CN(C3CCCCC3)CSC2=C1C#N (centres undefined)	8%	1%	?	-1%	13%	-3%	-16%	-34%	-2%	nt	1%
COc1ccc(C)cc1NC(=O)C1CCCN1S(=O)(=O)c1ccc2c(c1)CCC(=O)N2 (centres undefined)	-1%	?	2%	-7%	-2%	1%	-42%	-9%	-4%	1	7%
CC(C)N(C(=O)COC(=O)[C@@H]1CC(O)CN1S(=O)(=O)c1ccc(C(C)(C)C)cc1)C(C)C (some centres undefined)	-25%	?	-4%	-6%	1%	-2%	0%	-2%	-1%	2	-8%
COc1cccc(OCC(=O)N(Cc2nc(-c3ccc(Cl)cc3)no2)C(C)C)c1	5%	6%	-1%	-2%	1%	4%	-41%	-19%	-7%	1	0%
Cc1cc(Oc2ccc(=O)n(C)n2)nc(SCCOc2ccccc2)n1	7%	?	3%	0%	-5%	-2%	9%	24%	3%	14	3%
Cc1ccc2c(C)c(C(=O)N3CCN(C4CCS(=O)(=O)C4)CC3)oc2c1C (centres undefined)	1%	0%	-9%	-3%	9%	4%	22%	29%	1%	0	1%
Cc1cccc2cc(C(c3nnnn3Cc3ccccc3)N3CCCc4ccccc43)c(=O)[nH]c12 (centres undefined)	-17%	7%	2%	2%	5%	-8%	-25%	-5%	9%	-3	-5%
O=C(C1CCCO1)N1CCc2ccccc21 (centres undefined)	9%	10%	-3%	0%	4%	-5%	4%	-8%	-2%	0	-2%
CN(C(=O)c1cccs1)c1ccc(OCC(=O)Nc2ccc(C(=O)O)cc2)cc1	-4%	17%	17µM*	1%	2%	0%	14%	16%	1%	2	-3%
COc1ccc(-c2nc(C=O)cs2)cc1	-4%	?	?	-3%	13%	8%	?	7%	16%	1	11%
CCCSc1cc(N2CCOCC2)nc(-c2ccccc2Cl)n1	6%	-15%	2%	0%	6%	-1%	-22%	39%	-5%	?	0%
CC1=CC(=C2C(=O)c3ccccc3C2=O)C=C(C)N1C	-4%	?	12µM*	3%	?	2.5µM*	85%	-7%	?	-2	2.5µM*
Cc1ccc(C(=O)OCC(=O)NCc2cccs2)cc1C	-6%	2%	?	1%	-2%	9%	-17%	0%	0%	?	-1%
CCc1nc2ccccc2c(C(=O)OCC(=O)NC(=O)c2cccn2C)c1C	3%	?	-13%	-1%	-1%	-2%	-2%	1%	-2%	14	-3%
CCOC(=O)NCC(C)(C)CNC(=O)OCC	-1%	0%	-1%	-3%	17%	-3%	0%	4%	-1%	0	-2%
CC1CCN(S(=O)(=O)c2ccc(S(=O)(=O)N3CCN4CCCC4C3)cc2)CC1 (centres undefined)	12%	2%	4%	1%	6%	0%	nt	-3%	0%	2	-3%
COC(=O)C(CCSC)NC(=O)c1cc2c(n(-c3ccccc3)c1=O)CC(C)(C)CC2=O (centres undefined)	4%	-13%	-1%&0%	2%	-4%	0%	-2%	-15%	0%	3	-1%
CCC(C)c1cc(S(=O)(=O)N2CCOCC2)ccc1OC (centres undefined)	18%	1%	10%	-8%	0%	5%	1%	20%	3%	2	-2%
CCOC(=O)c1c(-c2ccc(OC)cc2)csc1NC(=O)CSc1ccccc1	12%	-13%	-10%	1%	1%	-2%	-35%	2%	-11%	-2	-1%
Cc1cccc(C(=O)N2CCC(c3nc(-c4ccc(S(=O)(=O)N5CCOCC5)cc4)no3)CC2)c1	-5%	15%	-2%	1%	-4%	-12%	-36%	10%	0%	2	-2%
CCCc1nc2ccccc2c(C(=O)OCC(=O)Nc2cccc(S(=O)(=O)N3CCOCC3)c2)c1CC	-12%	26µM*	1%	-3%	6%	0%	-95%[inhibitor]	?	-8%	3	-3%
CCn1c(SCC(=O)N=Nc2c(O)[nH]c3ccccc23)nc2ccccc21	-3%	-29%	-19%	-3%	-9%	-5%	-52%	-3%	-3%	0	0%
O=Cc1c(Sc2ccccn2)nc2ccccn2c1=O	?	?	-1%	-2%	-28%	-3%	-44%	?	1%	1	1%
COc1ccccc1N(CC(=O)NCC1CCCO1)C(=O)CNS(=O)(=O)c1ccc(Cl)cc1 (centres undefined)	-11%	1%	-2%	2%	11%	0%	-5%	36%	-1%	1	1%
O=S(=O)(NCC1CCCO1)c1ccc(S(=O)(=O)N(Cc2ccc(F)cc2)Cc2ccco2)cc1 (centres undefined)	-18%	-6%	-2%	2%	-9%	-6%	-12%	?	-2%	2	-6%
Cc1c(NC(=O)CCCCCN2C(=O)c3ccccc3C2=O)c(=O)n(-c2ccccc2)n1C	-10%	-5%	0%	-2%	-1%	0%	19%	-18%	0%	-3	-4%
CCN=C1S/C(=C\c2ccc(OC)c(OCC)c2)C(=O)N1CC	-7%	1%	4%	-2%	-3%	-6%	nt	-14%[10 µM]	0%	0	0%
Cc1cccc(-c2nc(CC(=O)Nc3cccc(S(=O)(=O)NC4=NCCC4)c3)cs2)c1	nt	-21%	?	3%	-1%	1%	5%	nt	-1%	-1	-3%
COc1ccc2ccccc2c1/C=N/NC(=S)Nc1cc(S(=O)(=O)N2CCOCC2)ccc1N1CCOCC1	10µM*	1.6µM*	-13%	4%	-9%	-12%	-30%	2.8µM*	1%	-5	-1%
CCCn1c(=N)c(C(=O)NC2CCCC2)cc2c(=O)n3cccc(C)c3nc21	-14%	?	-8%&0%	-1%	6%	-7%	3%&8%	?	nt	-3	-1%
CCOC(=O)C1CCN(C(=O)C2CCN(S(=O)(=O)c3cccc4nsnc34)CC2)CC1	-10%	-5%	2%	-4%	10%	0%	-1%	5%	1%	4	-4%
Cc1ccc(NC2CCCN(C(=O)c3ccc(C)c(N4CCNC4=O)c3)C2)cc1C (centres undefined)	7%	6%	5%	0%	3%	3%[1.84 µM]	2%	-11%	8%	1	2%
COc1cc(C(=O)O)nc2ccccc12	3%	-10%	-3%	-2%	-6%	8%	-16%	?	-2%	0	1%
COc1cc2ncnc(NCc3ccccc3)c2cc1OC	-10%	?	1%	-8%	-20%	-10%	-32%	-38%	0%	-1	-1%

Assay outcomes as filed in PubChem BioAssay.
